# Assay outcomes deposited in PubChem BioAssay by Dana-Farber Cancer Institute and Novartis Institutes for BioMedical Research (Cambridge, Mass).
# USP10 block – human USP10 deubiquitinase inhibition; purified USP10, Ub-rhodamine fluorescence, 60 min; inhibition, % at 20 µM; actives 1.1% (n = 47,000)
# Target sequence (Q14694 whole entry, looked up): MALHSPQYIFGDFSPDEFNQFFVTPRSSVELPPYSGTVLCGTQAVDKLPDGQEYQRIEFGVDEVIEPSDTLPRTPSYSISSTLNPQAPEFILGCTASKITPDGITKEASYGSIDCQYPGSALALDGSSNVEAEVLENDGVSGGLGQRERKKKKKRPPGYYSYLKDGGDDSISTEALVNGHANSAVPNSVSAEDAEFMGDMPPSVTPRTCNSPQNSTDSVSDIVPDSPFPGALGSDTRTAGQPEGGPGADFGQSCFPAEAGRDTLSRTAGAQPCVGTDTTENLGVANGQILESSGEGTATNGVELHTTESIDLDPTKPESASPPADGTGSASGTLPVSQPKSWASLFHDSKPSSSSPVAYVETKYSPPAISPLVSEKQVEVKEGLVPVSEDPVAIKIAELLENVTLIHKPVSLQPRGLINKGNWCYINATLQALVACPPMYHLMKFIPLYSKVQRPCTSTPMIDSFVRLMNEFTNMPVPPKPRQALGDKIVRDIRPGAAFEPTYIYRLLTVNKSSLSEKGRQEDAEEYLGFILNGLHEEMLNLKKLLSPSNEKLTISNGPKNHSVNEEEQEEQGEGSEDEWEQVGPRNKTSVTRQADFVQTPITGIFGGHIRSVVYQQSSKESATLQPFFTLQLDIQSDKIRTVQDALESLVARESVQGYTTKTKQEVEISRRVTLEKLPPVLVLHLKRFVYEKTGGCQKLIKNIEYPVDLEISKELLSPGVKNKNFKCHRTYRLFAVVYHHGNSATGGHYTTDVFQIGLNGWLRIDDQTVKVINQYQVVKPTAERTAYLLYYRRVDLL
# USP7 inh – human USP7 deubiquitinase inhibition. Q93009. purified USP7, Ub-rhodamine cleavage fluorescence. inhibition, % at 20 µM. actives 0.3% (n = 47,000). AID 1645854
# USP17 block – human USP17-like deubiquitinase inhibition. inhibition, % at 50 µM. actives 6.5% (n = 47,000). purified USP17, Ub-rhodamine cleavage fluorescence, 3 h. A8MUK1. AID 1645855
# UCHL1 block – inhibitors of human UCHL1 deubiquitinase. P09936. purified UCHL1, Ub-rhodamine cleavage fluorescence. inhibition, % at 20 µM. actives 0.2% (n = 47,000). AID 1645859
# Target sequence (P09936 whole entry, looked up): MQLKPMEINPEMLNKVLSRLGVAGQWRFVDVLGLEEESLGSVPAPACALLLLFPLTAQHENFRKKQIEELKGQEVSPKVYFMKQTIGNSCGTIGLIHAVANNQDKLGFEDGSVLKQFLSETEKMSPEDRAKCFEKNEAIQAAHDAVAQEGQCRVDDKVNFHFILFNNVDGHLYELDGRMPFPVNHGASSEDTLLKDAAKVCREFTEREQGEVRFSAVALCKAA
# OTUD3 block – human OTUD3 deubiquitinase inhibition; Q5T2D3; actives 0.7% (n = 47,000); purified OTUD3, Ub-rhodamine fluorescence, 2 h; inhibition, % at 25 µM
# USP28 inh – inhibitors of human USP28 deubiquitinase | purified USP28, Ub-rhodamine cleavage fluorescence, 30 min | inhibition, % at 25 µM | actives 3% (n = 47,000) | AID 1645857
# USP30 inh – human USP30 deubiquitinase inhibition; Q70CQ3; actives 5.3% (n = 47,000); purified USP30, Ub-rhodamine cleavage fluorescence; inhibition, % at 25 µM
# USP8 inh – human USP8 deubiquitinase inhibition. P40818. purified USP8, Ub-rhodamine cleavage fluorescence, 30 min. inhibition, % at 20 µM. actives 4.2% (n = 47,000). AID 1645853
# Active calls of the source: *; i = inactive; . = no result given. Cut-off read from the data, not from the text of the source: active = inhibition above about 30%; inactive = the rest.
SMILES,USP10 block,USP7 inh,USP17 block,UCHL1 block,OTUD3 block,USP28 inh,USP30 inh,USP8 inh
Cc1nnc2c3ccccc3c(N3CCCCC3)nn12,2,-9,-3,1,-10,-2,13,10
COc1ccc(C2C(C(=O)C(C)(C)C)N3c4ccccc4C=CC3C23C(=O)c2ccccc2C3=O)c(OC)c1 (stereo not given),-7,-154,-158,-157,-195,-264,i,-241
Cn1c(=O)c(N2CCN(S(=O)(=O)c3ccc4c(c3)CCCC4)CC2)nc2ccncc21,-1,-1,-22,-2,-7,-14,-71,-1
Cc1c(C)n(Cc2ccncc2)c2ncnc(NCc3ccncc3)c12,-4,-1,-9,-4,-3,-3,-39,-16
Cc1cccc(NC(=O)Cn2cc(S(=O)(=O)N3CCCC3)ccc2=O)c1,0,0,-1,-1,3,-1,12,-4
O=C(OCc1nc2ccccc2o1)c1cnn(Cc2ccccc2)c1,2,-2,-3,-1,-1,3,-6,-5
Nc1ncc(-c2cccc(C(F)(F)F)c2)c(C2CCCCN2)n1 (stereo not given),-7,2,1,-2,5,2,-17,0
Cc1ccc(S(=O)(=O)N[C@@H](C(=O)N2CCC(C(=O)N[C@@H](Cc3c[nH]c4ccccc34)C(=O)O)CC2)C(C)C)cc1,-10,-9,-46,-4,-19,-19,-80,-92
CC(=O)Nc1ccc(SCC(=O)c2cc(C)n(CC3COc4ccccc4O3)c2C)cc1 (stereo not given),-10,0,-27,-3,-18,-19,-58,-71
Cc1ccccc1NC(=O)N1CC[C@@H]2CN(CC(C)C)S(=O)(=O)[C@@H]2CC1,0,3,4,0,11,9,6,-8
O=C(OCc1ccc(Cl)cc1)c1cnc(N2CCSCC2)nc1C(F)(F)F,3,-60,1,-2,0,-4,12,-5
O=C(CN1CCN(c2ccc(F)cc2)CC1)Nc1nc2ccccc2s1,1,-2,-2,5,2,6,12,-37
O=C1CC(c2ccccc2)n2nc(N3C(=O)c4ccccc4C3=O)nc2N1 (stereo not given),1,1,0,0,0,-5,2,0
Cc1cc(C)c(S(=O)(=O)N2CCOCC2)cc1NC(=O)c1ccc2c(c1)OCO2,-1,3,-2,0,2,1,9,1
O=C(Nc1ccc(N2CCOCC2)c(Cl)c1)c1ccc(Br)o1,0,0,1,0,-2,9,5,-2
Cc1cc(C)n2nc(CN(C(=O)COc3ccccc3)c3ccccc3)nc2n1,-2,2,-9,0,1,.,.,-7
CCOC(=O)c1cc2c(ccn2C)n1Cc1ccccc1C#N,-7,-17,-23,-8,-92,-63,-322,26
COc1cc(C(=O)OCC(=O)N2CCC(Cc3ccccc3)CC2)c([N+](=O)[O-])cc1OC,3,12,-4,10,18,21,44*,-51
COc1cccc(C2c3[nH]c4ccccc4c3C[C@@H]3C(=O)N(CCCn4ccnc4)CC(=O)N23)c1OC (stereo not given in full),-6,-4,-6,-3,-5,-18,-23,-9
O=C(NCc1noc(-c2cccc(Cl)c2)n1)c1coc(C2CC2)n1,-2,6,-3,6,3,15,9,0
CCn1c(=O)c(N2CCC(C(=O)NCc3cccc(F)c3)CC2)nc2cccnc21,-3,5,-36,-1,13,-1,-1,-22
CCOc1ccc(C(=O)c2cc3c(CO)cnc(C)c3oc2=O)cc1,1,-2,-1,-3,-4,-8,-3,-51
COc1ccc(OC)c(SCC(=O)N2CCc3c([nH]c4ccccc34)C2C(F)(F)F)c1 (stereo not given),6,4,-19,6,-1,-5,4,-212
COc1cccc(-c2nc(-c3ccc(-n4cccn4)nc3)no2)c1,1,0,28,1,6,5,7,14
CCCN1C(=O)c2cc3sccc3n2CC1(C)C(=O)NC1CCC(C)CC1 (stereo not given),2,-12,11,3,7,4,25,7
COc1ccc(Nc2ccccc2NC(=O)c2cccc(N(C)C)c2)cc1,-4,4,10,3,-43,-41,-156,12
CC12CN3CC(C)(CN(C1)C3c1ccc([N+](=O)[O-])o1)C2=O (stereo not given),3,4,-10,3,16,0,7,-89
CC(C)(C)c1cc(-c2ccccc2)nc(-c2ccccc2)c1,4,2,-21,0,-9,-11,0,6
OCc1ccc(CN2CCC[C@H]2c2nc(-c3ccc(F)cn3)no2)o1,-10,-7,-34,-3,-19,-26,-119,-6
COc1ccccc1-c1ccccc1CC1CN(C(=O)Cc2ccccn2)CCNC1=O (stereo not given),-8,-4,-44,-5,-26,-36,-122,-21
CC(C)c1ccc(NC(=O)CCCNC(=O)c2cn(C)nc2C(F)(F)F)cc1,-5,-3,-3,0,11,5,18,4
O=C1CC2(C(=O)N(Cc3ccc(Cl)cc3)c3ccccc32)c2cn[nH]c2N1 (stereo not given),2,-109,-21,1,-7,2,0,-9
O=C(Cn1c(=O)n(CCCC(=O)NC2CCCC2)c(=O)c2cc(Cl)ccc21)Nc1cccc(F)c1,4,-16,3,-2,-2,-1,37*,10
O=C(Nc1ccccc1)c1ccc2noc(-c3ccc(F)cc3)c2c1,-3,-3,-7,-2,0,4,-13,-59
Cc1cc(C(=O)Nc2ccccc2)c(C)n1-c1ccc(F)cc1,-1,0,10,2,-1,1,-49,14
CCN(Cc1ccc2c(c1)OCCO2)C(=O)c1c(F)cccc1F,0,-4,-3,-5,-5,0,-11,2
COc1ccc(C)cc1NC(=O)COc1ccc2c(c1)OCO2,4,3,52*,-1,-3,-5,-1,37*
COc1ccccc1CNc1ncnc2c1CN(C1CCCNC1)C(=O)CN2C (stereo not given),-1,5,-4,0,8,7,21,-76
COc1ccc(S(=O)(=O)N2CCc3ccccc32)cc1C(=O)OCC(=O)Nc1c(C(C)C)cccc1C(C)C,3,4,-16,-2,-11,-10,-14,-5
Cc1cccc(N2CCN([C@@H]3CS(=O)(=O)C[C@H]3S(=O)(=O)c3ccccc3)CC2)c1C,1,4,-6,3,-1,0,0,2
COC(=O)c1cc(O)cc(OC)c1C(=O)c1c(O)c(Cl)c(C)c(Cl)c1O,2,3,18,-1,5,15,10,4
Cc1cc(-c2cncnc2-c2ccc(CNC(=O)Cc3ccccc3C)cc2)on1,2,7,19,4,14,11,26,1
CN(C)c1cc(N2CCCC(NC(=O)Cc3ccccc3F)C2)ncn1 (stereo not given),0,6,3,-1,7,8,10,1
Cc1ccccc1-c1cncc(C2CCN(C(=O)c3cnccn3)CC2)n1,1,3,5,0,3,3,4,-1
CN1CCCc2cc(C(CNC(=O)c3ccccc3F)N3CCOCC3)ccc21 (stereo not given),-5,2,-21,-1,-19,-27,-107,4

# Complete entries, looked up by structure.
# `Cc1cc(C(=O)Nc2ccccc2)c(C)n1-c1ccc(F)cc1` across the screens: USP10 block = -1; USP7 inh = 0; USP17 block = 10; UCHL1 block = 2; OTUD3 block = -1; USP28 inh = 1; USP30 inh = -49; USP8 inh = 14
# `CC12CN3CC(C)(CN(C1)C3c1ccc([N+](=O)[O-])o1)C2=O` (stereo not given) across the screens: USP10 block = 3; USP7 inh = 4; USP17 block = -10; UCHL1 block = 3; OTUD3 block = 16; USP28 inh = 0; USP30 inh = 7; USP8 inh = -89
# `COc1ccc(C2C(C(=O)C(C)(C)C)N3c4ccccc4C=CC3C23C(=O)c2ccccc2C3=O)c(OC)c1` (stereo not given) across the screens: USP10 block = -7; USP7 inh = -154; USP17 block = -158; UCHL1 block = -157; OTUD3 block = -195; USP28 inh = -264; USP30 inh = i; USP8 inh = -241

# More structures follow:
SMILES,USP10 block,USP7 inh,USP17 block,UCHL1 block,OTUD3 block,USP28 inh,USP30 inh,USP8 inh
CC(C)c1c(O)ccc2c1CCC1[C@@](C)(C=O)CCC[C@]21C (stereo not given in full),13,8,35*,8,9,14,18,5
COCCCNc1ccc(C(=O)N2CCC3(CC2)OCCO3)cc1S(=O)(=O)Nc1cc(F)ccc1F,1,1,4,3,5,7,-11,16
O=C(c1cscn1)N1CCc2[nH]nc(Nc3ccccc3)c2C1,1,1,3,0,-4,0,-10,0
Cc1ccccc1CC(=O)N1CCN(C(=O)c2cc(-c3ccncc3)n[nH]2)CC1,2,-3,1,-3,1,-4,10,1
O=C(Cn1cnc2c(cnn2-c2ccc(Cl)cc2)c1=O)NCc1ccccc1Cl,8,5,55*,-4,36*,9,29,16
O=C(Nc1ccc(Br)cc1F)c1cc(S(=O)(=O)NCCc2ccccc2)ccc1F,8,8,5,-2,-2,3,36*,0
COc1cc(C2CCN(S(=O)(=O)c3cccc(C#N)c3)CC2)on1,7,-4,.,-3,-5,-4,-16,-5
O=C(C1CCCCC1)N1CCC[C@@H]1Cn1nnc(-c2cccnc2)n1,0,-1,17,2,16,20,19,-2
COc1ccccc1NS(=O)(=O)c1cc(-c2nc(C)cs2)n(C)c1C,1,6,14,4,14,8,17,8
Cn1nc(C(F)(F)F)c(C(=O)Nc2cccc(C(F)(F)F)c2)c1SCc1ccc(Cl)cc1,7,2,2,6,0,9,14,-5
Cc1nnc(-c2ccc3ccn(CC(=O)NCc4ccc5c(c4)OCO5)c3c2)o1,-2,-1,-44,-2,-21,-18,-59,-4
Cc1cc2nc(NC(=O)NC3CCCCC3)sc2cc1C,3,1,-39,0,25,14,36*,-233
COc1ccc(S(=O)(=O)N2CCN(C)CC2)cc1-c1noc(C2CCCCC2)n1,-5,-10,-8,0,-3,-8,-4,-6
COC(=O)c1ccc(CNC(=O)C2(c3cccc(F)c3)CCCC2)cc1,4,5,10,8,9,6,17,8
c1ccc(SCc2ccc(-c3csnn3)cc2)nc1,0,-8,2,-1,-9,3,-16,-8

# Rewritten with values ahead of the structure: entries from further up.
USP10 block	USP7 inh	USP17 block	UCHL1 block	OTUD3 block	USP28 inh	USP30 inh	USP8 inh	compound
3	1	-39	0	25	14	36*	-233	Cc1cc2nc(NC(=O)NC3CCCCC3)sc2cc1C
-5	-10	-8	0	-3	-8	-4	-6	COc1ccc(S(=O)(=O)N2CCN(C)CC2)cc1-c1noc(C2CCCCC2)n1
4	5	10	8	9	6	17	8	COC(=O)c1ccc(CNC(=O)C2(c3cccc(F)c3)CCCC2)cc1

# An excerpt from above in order of their number in USP7 inh, high to low:
smiles	USP7 inh
O=C(Nc1ccc(Br)cc1F)c1cc(S(=O)(=O)NCCc2ccccc2)ccc1F	8
COc1ccccc1NS(=O)(=O)c1cc(-c2nc(C)cs2)n(C)c1C	6
O=C(Cn1cnc2c(cnn2-c2ccc(Cl)cc2)c1=O)NCc1ccccc1Cl	5
Cc1ccccc1CC(=O)N1CCN(C(=O)c2cc(-c3ccncc3)n[nH]2)CC1	-3
COc1ccc(S(=O)(=O)N2CCN(C)CC2)cc1-c1noc(C2CCCCC2)n1	-10

# More results
SMILES,USP10 block,USP7 inh,USP17 block,UCHL1 block,OTUD3 block,USP28 inh,USP30 inh,USP8 inh
COc1cc(NC(=O)C2Cc3ccccc3CN2C(=O)c2ccco2)cc(OC)c1OC (stereo not given),-3,-6,-5,-1,-8,-6,-34,-4
O=C(COC(=O)c1cn(-c2ccccc2)nc1-c1cccnc1)Nc1ccc(F)c(Cl)c1,-1,3,3,2,5,6,22,20
O=S(Cc1cc(N2CCOCC2)nc(-c2ccccc2)n1)c1ccc(Cl)cc1 (stereo not given),-1,-5,-2,3,12,2,26,1
O=S(=O)(C1CCCCC1)N1CCC(O)(CN2CCOCC2)C1 (stereo not given),-4,0,-9,-5,-7,-12,-12,-26
Cc1noc([C@@H]2C[C@H]3CN(Cc4sccc4C)C[C@H]3O2)n1,0,0,.,-2,2,-4,2,-161
COc1nc(OC)nc(N(C2CCCCC2)C2CCCCC2)n1,4,7,6,2,2,-4,0,6
O=C(Nc1ccc(N2CCN(c3ccccc3)C2=O)nc1)c1ccc2c(c1)OCO2,10,2,0,-1,-5,-6,-10,-3
CCn1c2ccccc2c2cc(NC(=O)Cn3nnc(-c4cccc(C(F)(F)F)c4)n3)ccc21,-9,-1,-14,-14,-14,-22,-86,-9
O=C(c1nc(-c2cccc3[nH]ccc23)no1)N1CCCC1,-1,4,41*,0,6,6,48*,1
COc1ccc(-c2nc(CNC(=O)Cc3ccc(Cl)cc3)cs2)cc1,13,-14,36*,-3,10,19,8,3
Cc1oc(CNC(=O)Cc2c(F)cccc2Cl)nc1C(=O)N1CCC(C)CC1,0,-12,-7,-3,-6,-14,-3,-4
CC(NC(=O)c1cn(Cc2ccccc2)nc1-c1cccnc1)C1CC1 (stereo not given),0,-2,-5,-1,-3,.,.,0
CCS(=O)(=O)n1nc(NCc2ccc(C)cc2)nc1NCc1ccc(C)cc1,3,1,26,6,13,14,19,9
Cc1ccc(C2(C)NC(=O)N(Cc3ncc(-c4ccc(Cl)cc4)o3)C2=O)cc1 (stereo not given),-2,-31,-3,2,-14,-10,-22,-5
COc1cccc(C(=O)N2CCC3(CC2)CC(=O)c2ccccc2O3)c1,0,-9,-7,-6,-8,-3,5,-9
COCCn1ccc(-c2cc(C(=O)N3CCCC(O)C3)c3ccccn23)n1 (stereo not given),-1,4,-42,0,-39,-43,-170,-34
COC(=O)c1cc(Br)c(NC(=O)c2ccco2)cc1OC,1,-1,39*,5,18,17,20,-1
Cc1ccc(-c2cc3c(=O)n(Cc4noc(CN5CCCCC5)n4)ccn3n2)cc1C,0,10,3,8,-8,12,-19,3

# No enrichment for hits; any-hit rate near 13%.
